Screening data deposited in PubChem BioAssay by several laboratories.
West Nile antiviral = inhibition of WNV-induced cytopathic effect – cell-based, CPE readout (AID 1621) | West Nile virus-infected cells, CPE inhibition; higher % means a stronger effect | 290,000 compounds, 0.02% hits | one-dose CPE inhibition, % at 10 µM; IC50 in µM for titrated hits; in the data active means a potency from the dose series; inconclusive means CPE inhibition mostly from about 3.7% at the one dose, without a potency; inactive means the rest, 99 in 100 with CPE inhibition below about 2.2%; further: strong numbers were not always called active
RSV antiviral HEp-2 = inhibition of RSV-induced cytopathic effect – HEp-2 cells, primary 10 µM value included (AID 2391). HEp-2 cells, RSV-induced CPE inhibition; higher % means a stronger effect. CPE inhibition, % at 10 µM; hits with a dose series show IC50 in µM. 310,000 compounds, 0.13% hits; in the data active means a potency from the dose series; inconclusive means CPE inhibition mostly from about 23% at the one dose, without a potency; inactive means the rest, 99 in 100 with CPE inhibition below about 21%; further: strong numbers were not always called active
LYP inhibition = inhibitors of LYP phosphatase, biochemical, fluorescence intensity, uHTS (AID 1779). recombinant LYP phosphatase, fluorescence intensity; higher % means a stronger effect. inhibition, % at 11.5 µM; hits with a dose series show IC50 in µM. 290,000 compounds, 0.054% hits; in the data active means inhibition above about 50%;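 further: plate controls were vehicle with enzyme for no effect and no enzyme for full effect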
Salmonella PhoP GFP = PhoP-dependent GFP reporter repression – Salmonella Typhimurium, primary screen (AID 1863); S. Typhimurium PhoP-regulated promoter GFP reporter, 4 h; higher % means a stronger effect; inhibition, % at 50 µM; hits with a dose series show IC50 in µM; 300,000 compounds, 0.16% hits;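 active means inhibition over 29.93%, a cutoff 3 SD above the screen mean, later confirmed by dose response; inconclusive means inhibition over 29.93% but no dose response follow-up; inactive means inhibition at most 29.93% or unconfirmed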;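 further: 0% = low Mg2+ inducing control and 100% = high Mg2+ repressing control; strong numbers were not always called active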
CSM14.1 death rescue = rescue of cells from ER stress-induced death, primary screen, 384-well, CSM14.1, thapsigargin, ATP luminescence (AID 1222). CSM14.1 thapsigargin-induced death rescue, ATP luminescence; higher % means a stronger effect. one-dose cellular ATP content (survival), % at 20 µM; EC50 in µM for titrated hits. 190,000 tested, under 10 active;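 active means EC50 below 50 µM in the dose-response confirmation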;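 further: death triggered by thapsigargin at about 15 µM added after 2 h compound pretreatment; cell ATP read after overnight thapsigargin exposure of roughly 18 to 22 hours; normalized against plate controls of thapsigargin alone and 5% DMSO vehicle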
SV40 large T antigen = TAg ATPase/helicase activity blockers – biochemical (AID 1903) | SV40 large T antigen ATPase/helicase inhibition assay; higher % means a stronger effect | inhibition, % at 20 µM, or IC50 in µM where a hit was titrated | 310,000 compounds, 0.39% hits; in the data active means a potency from the dose series; inconclusive means inhibition mostly from about 32% at the one dose, without a potency; inactive means the rest, 99 in 100 with inhibition below about 32%; further: strong numbers were not always called active
MgcRacGAP inhibition = MgcRacGAP GTPase-activating activity inhibitors, confirmation, biochemical, ADP Hunter fluorescence. one-dose inhibition, % at 30 µM; IC50 in µM for titrated hits. 340,000 compounds, 0.6% hits. AID 624330. MgcRacGAP-stimulated Rac1 GTP hydrolysis, ADP Hunter fluorescence; higher % means a stronger effect; GST-tagged Rac1 F28L mutant substrate;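 active means first-screen hits whose inhibition reached a set limit at any dose in the follow-up dose series; inconclusive means inhibition above the set first-screen limit but never retested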;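 further: fluorescence reports GDP produced by GAP-driven GTP hydrolysis; strong numbers were not always called active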
NS5 inhibitors = flavivirus cap methylation enzyme inhibition – biochemical, confirmation dose response, primary screen (AID 588689) | Dengue-2 NS5 methyltransferase capping enzyme assay, biochemical; higher % means a stronger effect | inhibition, % at 25 µM; hits with a dose series show IC50 in µM | 340,000 compounds, 0.3% hits; in the data active means a potency from the dose series; inconclusive means inhibition above about 29% without an active follow-up result
GPR35 antagonists = inhibition of zaprinast-stimulated GPR35 beta-arrestin translocation – imaging, U2OS, beta-arrestin-GFP, zaprinast agonist, primary screen (AID 2058); U2OS GPR35 beta-arrestin-GFP translocation imaging, zaprinast antagonism; higher % means a stronger effect; one-dose inhibition, % at 10 µM; IC50 in µM for titrated hits; 290,000 compounds, 0.052% hits;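 active means inhibition of at least 50% with at least 30 cells and total cytoplasm GFP at most 10,000,000; inconclusive means under 30 cells or total GFP of 10,000,000 plus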
NS5 inhibitors pilot replicate = second read-out of NS5 inhibitors, no call of its own (marks repeat the call); inhibition, %; measured here: pilot screen replicate inhibition
* = called active by the depositor; ? = inconclusive; nt = no result given.

SMILES | West Nile antiviral | RSV antiviral HEp-2 | LYP inhibition | Salmonella PhoP GFP | CSM14.1 death rescue | SV40 large T antigen | MgcRacGAP inhibition | NS5 inhibitors | GPR35 antagonists | others
CCNC(=O)/C(C#N)=C/c1c(N2CCCCCC2)nc2c(C)cccn2c1=O | -1.2% | 7.5% | -4% | 7% | nt | 7% | 10% | 0% | 17%
O=C(O)c1ccc(Nc2nc3ccccc3nc2NS(=O)(=O)c2cccs2)cc1 | 0.6% | 2.1% | -12% | -2% | nt | 4% | 6% | 20% | 10%
CCCCc1cc(=O)oc2c(CN(CC)CC)c(O)c(Cl)cc12 | 0.3% | 4.0% | -100% | -13% | 2.4% | 5% | 9% | -1% | -13%
Cc1nn(-c2ccc(Cl)cc2)c(Cl)c1/C=C(\C#N)C(N)=O | -0.1% | 6.6% | -6% | -3% | -4.1% | 6% | 14% | 1% | -9%
CC(C)c1ccc(/C=N/Nc2cc(N3CCOCC3)nc(N3CCOCC3)n2)cc1 | -0.8% | 0.4% | 6% | -7% | -4.0% | 8% | 2% | 5% | -8%
CCOc1ccc(C2C(C#N)=C(N)Oc3nc[nH]c(=O)c32)cc1 (stereo not drawn) | 0.0% | 5.7% | -2% | 7% | 0.0% | 3% | -2% | -4% | 11%
CC(C)CCOc1ccc(C2=NNC(=O)CC2)cc1 | -0.6% | 6.0% | -1% | -3% | -1.5% | 15% | -3% | -6% | 11%
c1ccc2c(c1)CCN(C1CCCCC1)C2 | 0.6% | 1.4% | -3% | -2% | nt | 3% | 27% | 1% | -4% | NS5 inhibitors pilot replicate=0.6
CCn1cnc2c1c(=O)n(CC(=O)Nc1cc(C)on1)c(=O)n2Cc1ccccc1 | -0.2% | 2.9% | -6% | 6% | 1.0% | -5% | 4% | -3% | -4%
Cc1cccnc1NC(=O)/C=C/c1ccc2c(c1)OCO2 | -0.3% | 5.5% | -3% | -12% | -2.5% | 2% | 6% | -3% | 18%
CN(C)C(/C=C/Nc1ccc([N+](=O)[O-])cc1)=C(C#N)C#N | 0.6% | 0.3% | 2% | 0% | nt | 11% | 11% | 2% | 17%
CCOC(=O)c1oc2ccc(OC)cc2c1NC(=O)CN1CCN(C)CC1 | 0.7% | -1.3% | -4% | -5% | 3.0% | 6% | 8% | 0% | -5%
CSc1nc2ccc(NC(=O)c3ccc(=O)n(C)n3)cc2s1 | -0.9% | 14% | -8% | -1% | 0.0% | 15% | 11% | -14% | -26%
NC(=O)Cn1c(=O)n(CCC(=O)Nc2ccc(F)cc2)c(=O)c2sccc21 | -0.6% | 4.0% | -12% | 3% | nt | 9% | 1% | -2% | 4%
c1coc(C2=NCCc3ccccc32)c1 | 0.1% | -0.1% | -11% | 15% | nt | -4% | 7% | 14% | -14% | NS5 inhibitors pilot replicate=0.0
COc1cccc(NC(=O)Cn2nnc(-c3ccccc3N)n2)c1 | -0.9% | 7.8% | -10% | 16% | -0.4% | 5% | 2% | -5% | -6%
Cc1ccn(Cc2n[nH]c(=S)n2Cc2ccccc2)n1 | -0.1% | 2.2% | -3% | -6% | -4.9% | 16% | 7% | -3% | -7%
Cc1cccn2c(=O)c3cc(C(=O)NC4CCCCC4)c(=N)n(CCN4CCOCC4)c3nc12 | -0.2% | 1.2% | -36% | 1% | nt | 3% | 9% | 0% | 0%
C=CCSc1nc2nc(C)cc(C)n2n1 | -0.3% | 3.8% | -6% | -5% | -0.6% | 6% | 0% | -1% | -8%
CC(C)Oc1ccccc1C1Nc2ccccc2C(=O)N1c1ccc2c(c1)OCCO2 (stereo not drawn) | -0.3% | -1.2% | -1% | 2% | -5.2% | 8% | 2% | -1% | -1%
C=CCNc1sc(C(=O)c2cccs2)c(N)c1C#N | 0.7% | 14% | -4% | -1% | 2.5% | -5% | 4% | -18% | -1%
CCn1c(SCC(=O)Nc2nnc(C)s2)nnc1-c1ccco1 | 0.0% | nt | -3% | 6% | 0.9% | 13% | 2% | 2% | 15%
O=C(NCCN1CCOCC1)c1ccc2c(c1)N(Cc1c(F)cccc1Cl)C(=O)c1ccccc1S2 | -1.6% | 4.5% | -7% | 8% | 31% | 16% | 1% | -1% | -6%
O=c1c2ccccc2nc(CSc2nnnn2-c2ccccc2)n1-c1cccc(C(F)(F)F)c1 | 0.1% | 0.2% | -2% | -5% | -1.1% | -1% | 5% | 1% | 16%
O=C(O)c1cc([N+](=O)[O-])ccc1NCCc1ccccc1 | 0.0% | 3.3% | -8% | -23% | nt | 19% | 13% | -3% | -4%

Quoted from above, 2 compounds:
SMILES | West Nile antiviral | RSV antiviral HEp-2 | LYP inhibition | Salmonella PhoP GFP | CSM14.1 death rescue | SV40 large T antigen | MgcRacGAP inhibition | NS5 inhibitors | GPR35 antagonists | others
COc1cccc(NC(=O)Cn2nnc(-c3ccccc3N)n2)c1 | -0.9% | 7.8% | -10% | 16% | -0.4% | 5% | 2% | -5% | -6%
Cc1ccn(Cc2n[nH]c(=S)n2Cc2ccccc2)n1 | -0.1% | 2.2% | -3% | -6% | -4.9% | 16% | 7% | -3% | -7%

Later entries
SMILES | West Nile antiviral | RSV antiviral HEp-2 | LYP inhibition | Salmonella PhoP GFP | CSM14.1 death rescue | SV40 large T antigen | MgcRacGAP inhibition | NS5 inhibitors | GPR35 antagonists | others
Cc1oc2c(C)c(O)ccc2c(=O)c1-c1ccc2ccccc2n1 | 2.2% | 0.5% | -2% | -7% | -0.9% | -4% | 6% | -3% | 15%
O=C(O)c1ccc(S(=O)(=O)N2CCCc3ccccc32)cc1 | 1.2% | 0.3% | -5% | -8% | nt | 16% | 7% | -7% | -5%
CCC(Oc1ccc2c(=O)c(-c3ccccc3OC)coc2c1)C(=O)OCc1ccccc1 (stereo not drawn) | -0.1% | 2.6% | 11% | 2% | 0.0% | 14% | -1% | -10% | -2%
CCCn1nnnc1NCc1ccc(F)cc1 | -0.9% | 1.6% | 1% | nt | 0.9% | nt | 11% | -4% | -2%
COC(=O)c1ccc(C)c(NC(=O)Cc2coc3cc(OC)ccc23)c1 | -0.9% | -0.5% | 0% | -9% | 1.9% | 21% | 0% | -8% | -4%
CSc1nnc(-c2cc[n+](C)cc2)n1CCO | 0.0% | 0.2% | -9% | 0% | 0.4% | 17% | -1% | 1% | 2%
O=C1CCN(Cc2ccc([N+](=O)[O-])cc2)CCN1[C@H](CO)Cc1ccccc1 | -0.7% | -2.1% | -11% | 10% | nt | 11% | 8% | -8% | 1%
COc1ccccc1Cn1c(=S)[nH]c2ccc(F)cc2c1=O | 0.0% | 1.6% | -2% | 0% | nt | 24% | 5% | -5% | 3%
CCNC(=S)NC1CC2CCCC(C1)N2CCc1ccccc1 (stereo not drawn) | -0.3% | -1.3% | -7% | 4% | nt | 17% | 8% | -12% | -8%
CS(=O)(=O)c1sc(C#N)c2c1C(=O)CC(c1ccccc1)C2 (stereo not drawn) | -1.8% | nt | -2% | 4% | nt | ? | 4% | -92% | 41%
NC(=O)c1ccc(NCCc2ccccc2)c([N+](=O)[O-])c1 | -0.8% | -3.0% | 1% | 3% | 2.4% | 13% | 0% | -3% | -9%
COc1cccc(Oc2c(C)oc3c(CN4CCCC4)c(O)ccc3c2=O)c1 | 0.0% | -0.9% | -10% | -10% | nt | 2% | 0% | -5% | -7%
O=c1cn[nH]c2ccccc12 | -0.1% | -0.7% | 0% | 0% | nt | 12% | 1% | -14% | -6%
COc1ccc(-c2noc(C3CCCN(S(=O)(=O)c4ccc(C)c(Cl)c4)C3)n2)cc1OC (stereo not drawn) | -0.1% | 5.7% | 2% | -14% | 2.9% | -2% | 12% | -6% | 8%
Cc1ccc(S(=O)(=O)NCc2ccccc2)cc1C(=O)N1CCCCC1 | -0.3% | 0.7% | -10% | 3% | nt | -61% | 4% | 6% | -1%
C=C1c2cc(C)ccc2NC(=O)N1c1ccccc1 | -0.1% | 0.2% | -1% | 4% | -1.9% | 18% | 6% | -6% | -2%
CCOC(=O)N1CCN(Cc2ccc3c(c2)OCO3)CC1 | -0.3% | 0.5% | -6% | -3% | nt | 7% | 12% | -8% | -11%
CCOc1ccc(-c2nc(C#N)c(NCC3CCCO3)o2)cc1 (stereo not drawn) | -1.1% | 7.3% | -4% | -9% | -2.0% | 3% | 2% | -10% | 11%
CNCc1cc(Cl)cc(OC)c1OC(C)C | 0.3% | nt | -2% | -2% | -1.4% | 11% | 1% | -6% | -25%
O=C(CSc1nnnn1C1CCCCC1)N1CCN(C(=O)c2ccco2)CC1 | -0.3% | 2.1% | -8% | 4% | 0.9% | 4% | 2% | -10% | -1%
CC(C)CCNc1cc(=O)n(C)c(=O)n1C | 0.1% | 1.1% | -9% | -5% | -1.4% | 18% | 10% | -10% | -4%
O=C(N/N=C/c1ccc[nH]1)c1ccccc1O | -1.0% | 2.7% | 1% | nt | -1.2% | nt | 9% | 0% | -3%
O=C(Nc1ccnn1C1CCN(C(=O)c2cnsn2)CC1)c1cccc(F)c1 | -0.1% | 2.8% | -8% | -1% | nt | 3% | 4% | -6% | -12%
Cc1nc(-c2cccc(S(=O)(=O)N3CCCCCC3)c2)cs1 | 0.8% | 9.6% | -1% | 24% | 0.0% | 5% | 10% | 5% | -15%
CCCCNC(=O)c1ccc(CS(=O)(=O)Cc2ccccc2F)o1 | -0.3% | 1.5% | -12% | -4% | -0.7% | 4% | 6% | 0% | -10%
Cc1cccc(-c2nnc(SCC#N)n2-c2ccccc2)c1 | -0.9% | 2.0% | -4% | 2% | 6.3% | 12% | 5% | -5% | 0%
CCc1ccc2c(COC(=O)CNS(=O)(=O)c3ccc(NC(C)=O)cc3)cc(=O)oc2c1 | -0.8% | 0.5% | -3% | 5% | -3.3% | 20% | 5% | 1% | 4%
CCc1nnc(NC(=O)COc2ccc3ccccc3c2)s1 | -0.5% | 1.4% | -8% | 4% | nt | -3% | 4% | -5% | 0%

Among those listed so far, these contain a nitro group on carbon:
SMILES | West Nile antiviral | RSV antiviral HEp-2 | LYP inhibition | Salmonella PhoP GFP | CSM14.1 death rescue | SV40 large T antigen | MgcRacGAP inhibition | NS5 inhibitors | GPR35 antagonists | others
CN(C)C(/C=C/Nc1ccc([N+](=O)[O-])cc1)=C(C#N)C#N | 0.6% | 0.3% | 2% | 0% | nt | 11% | 11% | 2% | 17%
O=C(O)c1cc([N+](=O)[O-])ccc1NCCc1ccccc1 | 0.0% | 3.3% | -8% | -23% | nt | 19% | 13% | -3% | -4%
O=C1CCN(Cc2ccc([N+](=O)[O-])cc2)CCN1[C@H](CO)Cc1ccccc1 | -0.7% | -2.1% | -11% | 10% | nt | 11% | 8% | -8% | 1%
NC(=O)c1ccc(NCCc2ccccc2)c([N+](=O)[O-])c1 | -0.8% | -3.0% | 1% | 3% | 2.4% | 13% | 0% | -3% | -9%
